# Screens deposited in PubChem by several laboratories.
# Tat export inh: E. coli Tat export inhibitors, primary screen, MC4100, TorA-mCherry reporter, fluorescence, single point; 340,000 compounds, 0.036% hits; inhibition, % at 10 µM; AID 488895, 2010;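 active = mean replicate inhibition at least 50% and at least half of replicates individually reaching 50%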;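 note: exported cargo escapes ClpAP degradation while cytoplasmic cargo is degraded and loses fluorescence; 0% = median of neutral control wells and 100% = median of NaSCN control wells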
# OPRM1-OPRD1 inv: inverse agonists of MOR-DOR heterodimerization, primary screen, cell-based, luminescence | inhibition, % at 9.3 µM | AID 504357, 2011 | Mu-type opioid receptor (Homo sapiens) + Delta-type opioid receptor (Homo sapiens), … | cell-based MOR-DOR heterodimer luminescence, inverse agonism | 340,000 compounds, 0.21% hits; in the data active = inhibition above about 22%, passing the limit was not always enough;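 note: 0% = cells with DMSO and 100% = wells without cells with DMSO; values of inactives mirror those of a sister screen read the other way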
# PKA-R2B act: activators of PKA-R2B holoenzyme, primary screen, biochemical, fluorescence polarization, Cy5-IP20, human; cAMP-dependent protein kinase catalytic subunit beta (Homo sapiens) + cAMP-dependent …; PKA-R2B holoenzyme dissociation; R2B truncated from residue 108, S112A mutant; 0% DMSO only, 100% 113 µM cGMP; activation, % at 11.4 µM; 340,000 compounds, 0.079% hits; AID 504700, 2011;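 active = activation above a cutoff set at the mean over all compounds plus 3 SD, cut at about 18% in these data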;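 note: higher means more holoenzyme dissociation and a rise in polarization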
# Target sequence (P31323 whole entry, looked up, other chains not shown, the tested form may be a part): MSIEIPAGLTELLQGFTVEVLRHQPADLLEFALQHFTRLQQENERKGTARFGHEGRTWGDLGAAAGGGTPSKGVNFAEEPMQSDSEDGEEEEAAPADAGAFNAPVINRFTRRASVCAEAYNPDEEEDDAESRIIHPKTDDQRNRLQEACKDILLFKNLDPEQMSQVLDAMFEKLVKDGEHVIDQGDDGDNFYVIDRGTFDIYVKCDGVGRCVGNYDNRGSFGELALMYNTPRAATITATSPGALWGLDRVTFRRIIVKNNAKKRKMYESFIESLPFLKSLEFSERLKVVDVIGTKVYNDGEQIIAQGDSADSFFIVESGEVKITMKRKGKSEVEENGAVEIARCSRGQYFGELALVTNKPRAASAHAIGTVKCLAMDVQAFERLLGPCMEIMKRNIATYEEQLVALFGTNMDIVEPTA
# PKA-R1A activ: activators of PKA-R1A holoenzyme, primary screen, biochemical, fluorescence polarization, Cy5-IP20, bovine R1A, mouse PKAc. cAMP-dependent protein kinase type I-alpha regulatory subunit (Bos taurus) + …. PKA-R1A dissociation; scaled: DMSO 0%, 113 µM cGMP 100%. activation, % at 11.4 µM. 340,000 compounds, 0.083% hits;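 active = percent activation above the mean of all tested compounds plus 3 SD, cut at about 19% in these data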;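 note: higher means more PKAc released from R1A so a rise in polarization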
# PfHsp90 yeast 2: growth inhibition of PfHsp90-expressing yeast, primary screen, antimalarial PfHsp90 inhibitor project, S. cerevisiae, BacTiter-Glo luminescence, single point, set 2; BacTiter-Glo ATP, 48 h; yeast lacking PDR1 and PDR3 efflux regulators; inhibition, % at 9.4 µM; 310,000 compounds, 0.32% hits; AID 504621, 2011;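 active = every replicate shows inhibition above about 80%, whatever the replicate mean, limit read from the data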;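 note: 0% = DMSO neutral controls and 100% = 20 µM radicicol positive controls; yeast relying on Plasmodium falciparum Hsp90 in place of its own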
# SUMO Mot1 rescue: yeast Mot1-301 growth rescue at high temperature, primary screen, SUMOylation pathway inhibitor project, S. cerevisiae, ATP luminescence, 38.5C | S. cerevisiae Mot1-301 growth rescue; percent above DMSO median, 100 means doubled | growth rescue, % at 18.8 µM | 320,000 compounds, 1% hits | AID 2716, 2010;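 active = every valid replicate shows activation above 250% relative to neutral control wells; inactive = the rest, any valid replicate at or below 250%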;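 note: OY570 slx delta 5 strain wells were the positive control but not used for scaling; some compounds called inactive have numbers as strong as hits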
# phage Ecoli inh: growth loss of phage-infected E. coli, primary screen, RecBCD inhibitor project, absorbance, with phage, HTS; inhibition, % at 11.9 µM; 360,000 compounds, 0.26% hits; in the data active = inhibition above about 11%
# HTR5A inv ag: HTR5A inverse agonists in luminescence cell assay, primary screen, counter-screen for OPRM1-OPRD1 heterodimer inverse agonist project, full-deck HTS; 5-hydroxytryptamine receptor 5A (Homo sapiens), P47898; HTR5A cell line, inverse agonism; inhibition, % at 9.3 µM; 340,000 compounds, 0.083% hits; AID 504634, 2011; in the data active = inhibition mostly above about 23%, no sharp cut-off; inactive = mostly below about 18%;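 note: 0% = cells with DMSO and 100% = no-cell wells with DMSO; some compounds called inactive have numbers as strong as hits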
# Target sequence (P47898 whole entry, looked up): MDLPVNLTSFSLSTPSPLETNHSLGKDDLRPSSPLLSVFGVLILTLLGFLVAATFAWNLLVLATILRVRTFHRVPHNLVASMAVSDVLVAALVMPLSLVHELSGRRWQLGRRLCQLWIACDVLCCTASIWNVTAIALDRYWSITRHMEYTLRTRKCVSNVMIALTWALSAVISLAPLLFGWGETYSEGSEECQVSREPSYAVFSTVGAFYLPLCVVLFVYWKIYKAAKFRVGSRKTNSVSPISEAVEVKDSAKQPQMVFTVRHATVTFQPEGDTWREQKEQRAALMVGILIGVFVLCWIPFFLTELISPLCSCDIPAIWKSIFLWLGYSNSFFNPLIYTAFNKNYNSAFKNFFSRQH
# AddAB inh: growth inhibition of E. coli expressing H. pylori AddAB, primary screen, AddAB inhibitor project, absorbance. AID 435030, 2010. inhibition, % at 11.9 µM. 330,000 compounds, 0.29% hits; in the data active = inhibition above about 12%;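 note: 0% = vehicle wells of infected cells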
# MOR-DOR ag: agonists of OPRM1-OPRD1 heterodimerization, primary screen, cell-based, luminescence; cells; activation, % at 9.3 µM; 340,000 compounds, 0.3% hits; in the data active = activation above about 18%;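 note: 0% = vehicle-treated cells and 100% = reference agonist; values of inactives mirror those of a sister screen read the other way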
# Ecoli viability: E. coli V3065 growth inhibition, primary screen, counter-screen for AddAB inhibitor project, absorbance, OD600; 330,000 compounds, 0.27% hits; inhibition, % at 11.9 µM; 18 h;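 active = inhibition above the campaign's mean inhibition across all tested compounds plus 3 SD, cut at about 9.9% in these data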;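 note: uninfected addAB+ strain grown without phage in ampicillin broth; 0% = DMSO wells and 100% = ciprofloxacin 0.95 µg/ml wells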
# * hit, by the source's call; i = inactive; · = no result given; & = joins results of further samples.
# Sequence of screens – Tat export inh, OPRM1-OPRD1 inv, PKA-R2B act, PKA-R1A activ, PfHsp90 yeast 2, SUMO Mot1 rescue, phage Ecoli inh, HTR5A inv ag, AddAB inh, MOR-DOR ag, Ecoli viability
[1] COc1ccc(NC(=O)Nc2ccc(F)c(Cl)c2)cc1
→ 0, -29, 1, 1, -8, i, 9.9, -8, 3.1, 4.0, 3.4
[2] Cc1c(S(=O)(=O)Nc2ccc3c(c2)OCCO3)cnn1C
→ -12, -1, 0, -2, 8, 293, 2.5, 5, 3.1, 0.2, -2.4
[3] O=C(Nc1nnc(C2CC2)s1)c1cc(Cl)sc1Cl
→ 0, 10, -12, 2, 3, 7, -0.2, 0, -1.3, -1.8, -3.0
[4] COc1ccc(NC(=S)Nc2ccccc2)cc1
→ 3&-7, 7&6, -1&-3, -15&-6, 0&2, 136&6, 0.4&-0.9, 9&5, 0.4&1.2, -1.6&-1.3, -1.5&-0.4
[5] COc1ccccc1OC(=O)CCN1c2ccccc2Sc2ccccc21
→ 3, -30, 4, 2, -4, -4, -0.1, 10, 4.2, 5.9, 0.2
[6] Cc1nc(N2CCOCC2)nc(N2CCC(C)CC2)c1[N+](=O)[O-]
→ 6, -25, -6, -6, 0, -18, 3.5, 19, 1.1, 5.2, -2.2
[7] O=C(c1ccccc1NS(=O)(=O)c1cccs1)N1CCCC1
→ -4, -10, -7, -9, ·, 221, -0.9, 2, -0.6, 1.7, 0.0
[8] CC(C)C[C@H](NC(=O)c1[nH]cnc1C(=O)N[C@@H](C)C(=O)OCc1ccccc1)C(=O)OC(C)(C)C
→ 26, -27, -11, -3, -14, -13, 2.2, 8, 2.1, 4.7, -2.0
[9] O=C(CCN1C(=O)COc2ccccc21)NCCN1CCc2ccccc2C1
→ 5, 7, -7, -14, -24, 2, 2.3, -10, 0.6, -1.2, -0.2
[10] NC(=O)c1cc(Cc2ccccc2)sc1NC(=O)c1ccco1
→ 2, -5, 2, -16, -31, -6, 2.9, -10, -0.6, 0.9, -0.1
[11] COc1ccc(CNC(=O)COC(=O)CCC(=O)c2cccs2)cc1
→ 6, 15, 6, -10, -8, -1, -0.8, -12, -1.8, -2.9, -3.0
[12] COc1ccc(-n2ncc(N(C)n3cccc3)c(Cl)c2=O)cc1
→ 5, 6, -1, -14, -13, 6, -0.2, 5, 2.3, -1.3, -0.3
[13] Cc1noc(C)c1CSCC(=O)Nc1nc2ccc(S(C)(=O)=O)cc2s1
→ -3, 8, -2, 0, ·, -4, 4.3, 1, 0.0, -1.4, 0.6
[14] Cc1ccc(-c2nnc(SCC#CCOC(=O)c3cccs3)o2)cc1
→ 5, -6, -13, -2, ·, ·, 0.5, 11, 3.5, 1.0, -1.6
[15] CNC(=O)/C(C#N)=C\c1ccc(CNS(=O)(=O)c2ccccc2)o1
→ -5, 12, -6, 2, -14, 5, 3.0, 24, 2.3, -2.7, -1.6
[16] COc1ccc(N2CCN(CC(=O)N3c4ccccc4CC3C)CC2)cc1 (centres undefined)
→ -6, 1, 5, -10, -11, 2, 3.1, -15, 1.4, -0.3, -1.2
[17] Cc1ccccc1NC(=O)COC(=O)CN1C(=O)NC(C)(C)C1=O
→ -20, 11, -13, 3, 39, -13, 3.5, 0, -0.4, -1.8, -0.3
[18] COc1ccc(OC)c(CC(=O)NC(c2ccccc2)c2ccccc2)c1
→ -3, -6, -3, -5, -3, -32, 0.2, -1, 4.5, 0.9, -2.0
[19] O=S(=O)(NC1CCCCC1Oc1ccccc1)c1ccc(Cl)cc1 (centres undefined)
→ 6, -34, -3, -13, 6, 56, 3.4, -17, 1.7, 5.2, 2.4
[20] CC1CC(C)(C)NC(=S)N1CCC(=O)NCCc1ccc(Cl)cc1 (centres undefined)
→ 3, 21, 3, -8, ·, -7, -0.9, 0, -0.9, -4.4, -0.6
[21] COc1ccc(-c2ccc3oc(-c4ccsc4)cc3c2)cc1
→ 8, 13, -22, -3, -6, 8, 6.0, -21, 2.0, -2.3, -2.4
[22] Nc1cc(-c2ccc(Br)cc2)nc2cc(-c3ccccc3)nn12
→ 6, 6, -2, -12, 13, 107, 2.1, -2, 4.2, -1.1, 1.2
[23] C=CCn1cnc2c(c1=O)c1nc3ccccc3nc1n2/N=C/c1cccc(OC)c1OC
→ -5, 17, -7, 8, -38, 125, 0.1, 1, -1.1, -3.0, -2.0
[24] O=C(O)c1ccccc1C(=O)NC1CCCc2ccccc21 (centres undefined)
→ 3, 17, 5, 3, 15, 0, -1.7, -12, 2.3, -3.8, -0.3
[25] O=C(c1oc(=O)c2ccccc2c1-c1ccccc1)N1CCN(C2CCCCC2)CC1
→ -8, -8, -4, -6, ·, 6, 4.2, 1, -0.6, 1.5, -0.3
[26] CC(=O)c1ccc(-c2ccc(C(=O)NCC(c3ccco3)N(C)C)o2)cc1 (centres undefined)
→ -2, -18, 3, -6, 24, -1, -2.1, 2, -2.0, 3.5, -2.5
[27] Cc1ccccc1NC(=S)c1ccc2ccccc2n1
→ 9, 9, -6, -10, -9, 16, 0.6, -5, 0.1, -1.7, -0.2
[28] CCOC(=O)N1CCC2(CC1)C(C#N)=C(N)Oc1n[nH]c(CSc3ccc(C)cc3)c12
→ -1, 7, 1, -5, -13, 3, 2.2, -15, 1.2, -1.3, 0.5
[29] O=C(NCC(c1ccco1)N1CCCC1)c1cccc(S(=O)(=O)N2CCOCC2)c1 (centres undefined)
→ 0, -2, -6, -8, 2, -16, -0.1, 2, -1.8, 0.4, -0.3
[30] Cc1nnc2sc(SCC(=O)N3CCc4ccccc43)nn2c1=O
→ 3, -1, 1, -3, -16, ·, 1.9, -1, ·, 0.3, ·
[31] COc1ccccc1C(=O)NCCCN1CCCC1=O
→ -9, 3, -6, 2, -20, -31, 3.3, -2, 2.4, -0.5, 0.7
[32] Cc1cc(C)c(-c2cc(NC(=O)CSc3n[nH]c(N)n3)n(-c3ccccc3)n2)cc1C
→ 1, 13, -6, 0, -9, 7, 3.0, -4, 2.5, -2.3, 1.5
[33] C#CC(C)(C)NC(=S)NC1CC2C=CC1C2 (centres undefined)
→ 9, 3, 3, -7, -21, 200, 2.8, 6, 0.6, -0.6, -1.5
[34] COc1cc(NC(=O)c2ccco2)ccc1NC(=O)C(C)C
→ -5, 6, 6, -3, ·, 11, 1.6, 4, -0.3, -1.3, -0.2
[35] COC(=O)C(NC(=O)c1cccnc1Cl)C(C)C (centres undefined)
→ -1, 15, 1, 7, 2, -2, -1.2, -10, 0.8, -2.8, 2.8
[36] Cc1ccc(-c2nn(CCC(=O)NC(C)C)c(=O)c3ccccc23)cc1
→ -7, 26, -1, -3, 4, 6, 3.6, 13, 0.7, -5.9, 1.1
[37] O=C(NCc1csc(-c2cccs2)n1)Nc1cccc(Cl)c1
→ -3, -19, -2, 0, -1, -14, 1.8, -5, 0.6, 3.8, -2.2
[38] CCc1noc(C)c1C(=O)NNC(=O)COc1ccc(C)c(C)c1
→ -9, 6, -1, 6, ·, 38, 2.1, 9, 1.0, -1.1, 2.5
[39] O=C(N/N=C/c1ccco1)c1cc(C2CC2)[nH]n1
→ 3, 9, -7, -12, 13, -5, -1.2, 8, -2.3, -1.7, -4.7
[40] S=C1NC(c2ccccc2)=NCN1c1ccc(Br)cc1
→ 2, 8, -2, -3, 10, 17, 1.9, -27, 4.2, -1.4, -0.5
[41] CCCCN1C(=O)C(NC(=O)C2CC2)(C(F)(F)F)C2=C1CC(C)(C)CC2=O (centres undefined)
→ -11, -12, -8, -4, ·, -6, 4.8, 17, 3.4, 2.1, -1.2
[42] Cc1onc(-c2ccccc2)c1C(=O)N1CCN(S(=O)(=O)c2ccc(Cl)cc2)CC1
→ 7, -11, 7, 4, 6, 9, -1.3, 5, 3.3, 1.4, 1.1
[43] CC(Sc1nnc(-c2ccco2)o1)C(=O)Nc1ccc(OC(F)F)cc1 (centres undefined)
→ 0, 5, 11, 3, -37, 4, -0.7, -7, 0.0, -1.2, 0.6

# Given tab-delimited: entries from further up.
nr	mol	Tat export inh	OPRM1-OPRD1 inv	PKA-R2B act	PKA-R1A activ	PfHsp90 yeast 2	SUMO Mot1 rescue	phage Ecoli inh	HTR5A inv ag	AddAB inh	MOR-DOR ag	Ecoli viability
28	CCOC(=O)N1CCC2(CC1)C(C#N)=C(N)Oc1n[nH]c(CSc3ccc(C)cc3)c12	-1	7	1	-5	-13	3	2.2	-15	1.2	-1.3	0.5
29	O=C(NCC(c1ccco1)N1CCCC1)c1cccc(S(=O)(=O)N2CCOCC2)c1 (centres undefined)	0	-2	-6	-8	2	-16	-0.1	2	-1.8	0.4	-0.3
30	Cc1nnc2sc(SCC(=O)N3CCc4ccccc43)nn2c1=O	3	-1	1	-3	-16	·	1.9	-1	·	0.3	·
31	COc1ccccc1C(=O)NCCCN1CCCC1=O	-9	3	-6	2	-20	-31	3.3	-2	2.4	-0.5	0.7
32	Cc1cc(C)c(-c2cc(NC(=O)CSc3n[nH]c(N)n3)n(-c3ccccc3)n2)cc1C	1	13	-6	0	-9	7	3.0	-4	2.5	-2.3	1.5
33	C#CC(C)(C)NC(=S)NC1CC2C=CC1C2 (centres undefined)	9	3	3	-7	-21	200	2.8	6	0.6	-0.6	-1.5
34	COc1cc(NC(=O)c2ccco2)ccc1NC(=O)C(C)C	-5	6	6	-3	·	11	1.6	4	-0.3	-1.3	-0.2
35	COC(=O)C(NC(=O)c1cccnc1Cl)C(C)C (centres undefined)	-1	15	1	7	2	-2	-1.2	-10	0.8	-2.8	2.8
36	Cc1ccc(-c2nn(CCC(=O)NC(C)C)c(=O)c3ccccc23)cc1	-7	26	-1	-3	4	6	3.6	13	0.7	-5.9	1.1
37	O=C(NCc1csc(-c2cccs2)n1)Nc1cccc(Cl)c1	-3	-19	-2	0	-1	-14	1.8	-5	0.6	3.8	-2.2
38	CCc1noc(C)c1C(=O)NNC(=O)COc1ccc(C)c(C)c1	-9	6	-1	6	·	38	2.1	9	1.0	-1.1	2.5
39	O=C(N/N=C/c1ccco1)c1cc(C2CC2)[nH]n1	3	9	-7	-12	13	-5	-1.2	8	-2.3	-1.7	-4.7
40	S=C1NC(c2ccccc2)=NCN1c1ccc(Br)cc1	2	8	-2	-3	10	17	1.9	-27	4.2	-1.4	-0.5
